# JMJD2A Tudor inh: JMJD2A Tudor domain (human) inhibition | O75164 | AlphaScreen JMJD2A-Tudor / H3K4me3 peptide binding | Potency, µM (doses to about 114 µM), without a hit: at the top dose activity change, negative = inhibition, most hits filed as inhibitors | 390,000 tested, 4.4% active | AID 504339; also: % is scaled to controls: 0 for no effect and ±100 for the full control effect; nearly all actives have a fitted effect of over 50% in size
# ALOX12 inh: blocks human arachidonate 12S-lipoxygenase; purified 12hLO, xylenol orange hydroperoxide absorbance; Potency, µM (titrated, usually from 108 µM), for the others: at the highest dose activity change, negative = inhibition, actives largely listed as inhibitors; 580,000 tested, 1.1% active; AID 1671190; also: % is scaled to controls: 0 for no effect and ±100 for the full control effect
#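 Purified human 12hLO at 150 nM in 25 mM Hepes, 0.01% Triton X-100, pH 7.0, preincubated 15 min at room temperature with compound. Reaction started with 40 uM arachidonic acid, 30 min at room temperature. Hydroperoxide measured by Fe-xylenol orange, 573/405 nm absorbance ratio.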
# TrxR1 inh: rat TrxR1 inhibition. Potency, µM (highest dose often 114 µM), without a hit: at the highest dose activity change, negative = inhibition, usual class: inhibitors. 390,000 tested, 1% active. O89049. recombinant rTrxR1, NADPH fluorescence consumption, selenite substrate; also: % is scaled to controls: 0 for no effect and ±100 for the full control effect; nearly all actives have a fitted effect of over 65% in size
#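 Rat TrxR1 (90 nM in the dispensed reagent) was pre-reduced with 400 uM NADPH for 5 min at room temperature, then incubated with compound for 15 min. After 400 uM selenite was added, NADPH fluorescence (Ex 340/Em 450 nm) was followed for 8 min.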
# Pin1 inhibitor: inhibitors of human Pin1; Pin1 FP peptide displacement, HiFluor488, 10 min; Potency, µM (series often up to 115 µM), without a hit: at the highest dose activity, negative = inhibition, hits mostly inhibitors; 390,000 tested, 0.009% active; AID 504891; active = well fitted inhibition curve with a large enough effect in the polarisation, with a control signal flat, not every such curve was filed as active; inconclusive = small, poorly fitted or top-dose-only effect, or effect the other way, or a change in a side signal; inactive = no such curve, though single readings can be large or run the other way; the % refers to the polarisation; also: % is scaled to controls: 0 for no effect and ±100 for the full control effect
# Target sequence (Q13526 whole entry, looked up): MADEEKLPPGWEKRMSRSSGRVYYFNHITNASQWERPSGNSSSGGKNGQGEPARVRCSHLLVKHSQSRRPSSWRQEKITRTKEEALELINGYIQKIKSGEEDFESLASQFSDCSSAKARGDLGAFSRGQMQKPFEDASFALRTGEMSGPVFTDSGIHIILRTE
# RGS4 inh: blocks human RGS4-accelerated GTP hydrolysis. P49798. Transcreener GDP fluorescence polarization, RGS4-accelerated GTP hydrolysis. Potency, µM (titrated, usually from 114 µM), for the others: top-dose activity change, negative = inhibition, hits mostly inhibitors. 390,000 tested, 0.039% active. AID 504845; also: % is scaled to controls: 0 for no effect and ±100 for the full control effect; nearly all actives have a fitted effect of over 75% in size; some results filed as inactive show a strong effect at the top dose
# Target sequence (P49798 whole entry, looked up): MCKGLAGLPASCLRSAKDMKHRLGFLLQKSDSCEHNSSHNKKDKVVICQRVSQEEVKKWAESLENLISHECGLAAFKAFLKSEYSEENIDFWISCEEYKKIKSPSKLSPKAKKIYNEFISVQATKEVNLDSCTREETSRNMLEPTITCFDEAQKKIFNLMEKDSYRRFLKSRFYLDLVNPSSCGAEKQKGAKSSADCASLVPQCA
#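 MLSMR compounds (23 nl, pin-transferred) preincubated 10 min at room temperature with a 500nM (2x) first reagent, then RGS4 at 900nM (2x) plus Transcreener GDP mix added; fluorescence polarization (620/688 nm) read before and after 90 min at 30 °C.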
# GLS inhibitor: inhibitors of human glutaminase (GLS) | O94925 | GLS enzymatic activity, qHTS titration | Potency, µM (doses to about 45.5 µM), for inactives: at the top dose activity change, negative = inhibition, most hits filed as inhibitors | 410,000 tested, 0.21% active; also: % is scaled to controls: 0 for no effect and ±100 for the full control effect
# Target sequence (O94925 whole entry, looked up): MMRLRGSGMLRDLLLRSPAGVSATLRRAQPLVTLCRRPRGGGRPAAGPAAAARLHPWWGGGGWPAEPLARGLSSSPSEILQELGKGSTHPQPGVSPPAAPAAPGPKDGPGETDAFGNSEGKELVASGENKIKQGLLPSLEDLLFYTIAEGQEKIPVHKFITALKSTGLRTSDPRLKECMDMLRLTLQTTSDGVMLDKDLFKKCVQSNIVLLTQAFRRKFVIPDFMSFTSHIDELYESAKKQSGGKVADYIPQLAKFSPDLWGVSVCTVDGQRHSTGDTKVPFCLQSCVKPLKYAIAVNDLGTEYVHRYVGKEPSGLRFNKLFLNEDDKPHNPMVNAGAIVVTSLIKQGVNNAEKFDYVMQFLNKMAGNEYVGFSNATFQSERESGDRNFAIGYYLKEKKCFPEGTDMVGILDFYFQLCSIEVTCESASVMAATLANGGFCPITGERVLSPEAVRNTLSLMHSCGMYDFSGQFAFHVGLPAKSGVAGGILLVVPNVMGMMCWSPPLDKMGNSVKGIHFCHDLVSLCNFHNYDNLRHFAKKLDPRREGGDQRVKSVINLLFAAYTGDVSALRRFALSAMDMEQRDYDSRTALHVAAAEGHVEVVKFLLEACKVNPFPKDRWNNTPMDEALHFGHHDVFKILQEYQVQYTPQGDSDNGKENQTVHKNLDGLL
#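 hKGA in 45 mM KH2PO4 (pH 8.2), 0.02% Tween-20 with compound, then 1mM L-Glutamine (stock as added) plus glutamate oxidase/HRP/Amplex red coupling mix. Fluorescence read initially and after 30 min at RT; signal change reflects glutamate formation.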
# PGK inhibitor: T. brucei PGK inhibition; P07378; PGK/GAPDH coupled, Kinase-Glo luminescence, 60 min; Potency, µM (titrated, usually from 57.5 µM), for the others: top-dose activity change, negative = inhibition, actives largely listed as inhibitors; 380,000 tested, 0.043% active; AID 602233; also: % is scaled to controls: 0 for no effect and ±100 for the full control effect; nearly all actives have a fitted effect of over 60% in size
#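 Luminescent ATP detection (Kinase-Glo Plus) follows a 60-minute room-temperature incubation, with wells lacking PGK as controls. Buffer: 100 mM TEA (pH 7.6), 5 mM MgCl2, 0.01% Tween-20. Coupling enzyme GAPDH (100 nM final) supplies unstable 1,3-BPG in-well.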
# ERG-DNA inh: ERG Ets/DNA interaction inhibition; P11308; fluorescence polarization, His-ERG Ets domain / labelled DNA; Potency, µM (top dose mostly 76.9 µM), inactives show at the top dose FP activity, negative = inhibition, hits mostly inhibitors; 370,000 tested, 0.028% active; AID 624246; active = well fitted inhibition curve with a large enough effect in the polarisation, with a control signal flat; inconclusive = small, poorly fitted or top-dose-only effect, or effect the other way, or a change in a side signal; inactive = no such curve, though single readings can be large or run the other way; the % refers to the polarisation;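 also: polarization taken with two DNA probes labelled with fluorescein and Texas red; % of control where 0% means no effect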
#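 His-tagged ERG Ets domain (1 uM in the protein solution; 300mM KCl, 50mM Tris-HCl, 1mM EDTA, 1mM DTT, pH 7.5) received compound, then a probe mix of 5 nM fluorescein-DNA and 100nM Texas-615-DNA. Fluorescence polarization was read for both dyes.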
# HP1b binding inh: blocks HP1-beta chromodomain binding to methylated histone tails; P83916; AlphaScreen HP1-beta / biotin-H3K9me3 peptide binding; Potency, µM (top dose mostly 114 µM), for the others: top-dose activity change, negative = inhibition, usual class: inhibitors; 390,000 tested, 0.56% active; also: nearly all actives have a fitted effect of over 70% in size; inactives centre near 23
#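 AlphaScreen: HP1-beta (50 nM) preformed 30 min with biotin-H3(1-18)K9me3 peptide (50 nM) in PBS pH 7.4, 0.01% Tween-20. Compound added for 30 min at RT, then streptavidin donor/nickel chelate acceptor beads (10 ug/mL) for 30 min.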
# The depositor's hits bear a star; i = inactive; ? = inconclusive; / = not tested or not shown; [ ] = another dose, or the depositor's remark. Unless noted, calls follow the shape of the dose curve; as a rule, active = well fitted curve in the direction sought with a large enough effect; inconclusive = small, poorly fitted or top-dose-only effect, or another doubt; inactive = no such curve, though single readings can be large; an effect the other way counts as inactive or inconclusive. Potency is read from the fitted curve at half-maximal effect. An excerpt, so the mix of outcomes need not match the whole.
SMILES,JMJD2A Tudor inh,ALOX12 inh,TrxR1 inh,Pin1 inhibitor,RGS4 inh,GLS inhibitor,PGK inhibitor,ERG-DNA inh,HP1b binding inh
COc1ccc(C)cc1NC1=NC(C)(C)CS1,3%[57.1 µM],3%,5%[57.1 µM],1%,-7%,-15%,-4%,4%,28%
CCCOc1ccc(C(=O)Nc2ccc(-c3cc4ccccc4oc3=O)c(C)c2)cc1,10%,-18%,65%[activator],11%,-3%,0%,-1%,1%,22%
O=C(c1cccc(Cl)c1)C1CCCN(Cc2cccc3cnccc23)C1 (stereo not given),45µM*,2%,14%[11.4 µM],2%,?,5%,5%,-11%,?
C=COCCn1c(C)c(C(C)=O)c2cc(O)ccc21,7%,-2%,22%[57.1 µM],0%,-31%,-14%,-7%,-2%,41%[activator]
Cc1ccccc1CN1CCN(C(=O)Cc2ccccc2)CC1,11µM*,-18%,-6%[57.1 µM],-3%,8%,9%,7%,7%,22µM*
Brc1ccccc1CNCCc1ccc2c(c1)OCO2,3.2µM*,?,-49%,-9%,-26%,-8%,i,-1%,?
CC(C)NS(=O)(=O)c1ccc(OCC(=O)N2CCN(C)CC2)cc1,-13%,323%[activator],10%[57.1 µM],-4%,12%,16%,-7%,-4%,60%[activator]
Cc1cc2ccccc2n1CCNC(=O)Cc1ccccc1,?,-17%,-5%,?,-14%,0%,i,35µM*,11%
Cc1cccc(C(O)(C(=O)O)c2ccccc2)c1 (stereo not given),-2%,-6%,8%[11.4 µM],-7%,20%,-4%,-8%,-5%,36%
CC(=O)c1c(C)n(Cc2ccccc2Cl)c2ccc(O)cc12,-15%,-13%,11%[57.1 µM],11%,-20%,?,-4%,22%,35%
Cc1cccc(-n2c(C)nc3ccccc3c2=O)n1,13%,0%,-8%,1%,-47%,-26%,i,-5%,49%
COC1C(C)OC(OC2CC(C)(O)Cc3cc4c(c(O)c32)C(=O)c2c(O)cc3c(c2C4=O)OC2OC3(C)C(O)C(N(C)C)C2O)C(OC)C1(C)OC (stereo not given),-25%,?,1%[11.4 µM],?,-43%,8%,-11%,7.1µM*,?
COC(=O)C1=C(c2cccc(OCc3ccccc3)c2)C[C@@H]2CC[C@H]1N2C(=O)NCc1cccc(F)c1,-26%,-13%,13%,9%,3%,-1%,-10%,-1%,38%
COc1ccc(C=O)cc1,3%,/,22%,-6%,13%,-3%,8%,-4%,49%[activator]
CC(=O)N1Cc2cnnn2-c2ccccc2C1(C)C#N (stereo not given),-22%,14%,21%,-2%,11%,3%,-3%,4%,10%
O=P1(NC2CCCC2)COc2ccccc2OC1,-15%,-7%,15%,-1%,15%,-2%,-2%,2%,11%
CCOC(=O)C(NC(=O)C(Cc1ccc(N(CCCl)CCCl)cc1)NC(C)=O)C(C)C (stereo not given),-11%,-4%,-2%[57.1 µM],5%,-18%,11%,-5%,-15%,17%
CC(C)COP(=O)(OCC(C)C)C(O)c1cccnc1 (stereo not given),-10%,-3%,-13%,5%,22%,12%,-4%,2%,27%
O=C1CC(=O)N(c2ccccc2F)C(=O)N1,-8%,-15%,-14%,10%,-46%,-1%,/,3%,26%
CCc1cc(=O)oc2cc(OC(=O)c3ccco3)ccc12,-4%,0%,-11%,14%,-10%,-3%,-4%,0%,51%[activator]
C[C@H]1CC[C@@]2(C)[C@@H](CC[C@@H]3[C@@H]2CC[C@]2(C)[C@@H](O)CC[C@@H]32)C1,-17%[11.4 µM],9%,22%,-6%,5%[11.4 µM],?,i,12%,2%
COC(=O)C1=C(c2ccc(OC)c(OC)c2)C[C@@H]2CC[C@H]1N2C(=O)NC(C)C,-23%,16%,20%,1%,1%,3%,-3%,-4%,28%
O=c1[nH]c(=O)n(Cc2ccccc2Cl)c(O)c1C=Nc1ccc(F)cc1,-6%,-14%,-7%,8%,1%,3%,6%,-1%,34%
Cc1ncc([N+](=O)[O-])n1CCOC(N)=O,-12%,91%[activator],6%[2.29 µM],-2%,15%,-4%,-3%,14%,26%
O=C(Oc1ccc(C(=S)N2CCOCC2)cc1)c1ccc([N+](=O)[O-])cc1[N+](=O)[O-],?,?,1%,-1%,-21%,-7%,i,-7%,13%

# Ordered by count of non-hydrogen atoms (descending): some entries from above
SMILES,JMJD2A Tudor inh,ALOX12 inh,TrxR1 inh,Pin1 inhibitor,RGS4 inh,GLS inhibitor,PGK inhibitor,ERG-DNA inh,HP1b binding inh
COC(=O)C1=C(c2cccc(OCc3ccccc3)c2)C[C@@H]2CC[C@H]1N2C(=O)NCc1cccc(F)c1,-26%,-13%,13%,9%,3%,-1%,-10%,-1%,38%
CCOC(=O)C(NC(=O)C(Cc1ccc(N(CCCl)CCCl)cc1)NC(C)=O)C(C)C (stereo not given),-11%,-4%,-2%[57.1 µM],5%,-18%,11%,-5%,-15%,17%
O=C(Oc1ccc(C(=S)N2CCOCC2)cc1)c1ccc([N+](=O)[O-])cc1[N+](=O)[O-],?,?,1%,-1%,-21%,-7%,i,-7%,13%
COC(=O)C1=C(c2ccc(OC)c(OC)c2)C[C@@H]2CC[C@H]1N2C(=O)NC(C)C,-23%,16%,20%,1%,1%,3%,-3%,-4%,28%
O=C(c1cccc(Cl)c1)C1CCCN(Cc2cccc3cnccc23)C1 (stereo not given),45µM*,2%,14%[11.4 µM],2%,?,5%,5%,-11%,?
CC(=O)c1c(C)n(Cc2ccccc2Cl)c2ccc(O)cc12,-15%,-13%,11%[57.1 µM],11%,-20%,?,-4%,22%,35%
CCc1cc(=O)oc2cc(OC(=O)c3ccco3)ccc12,-4%,0%,-11%,14%,-10%,-3%,-4%,0%,51%[activator]
CC(C)COP(=O)(OCC(C)C)C(O)c1cccnc1 (stereo not given),-10%,-3%,-13%,5%,22%,12%,-4%,2%,27%
C=COCCn1c(C)c(C(C)=O)c2cc(O)ccc21,7%,-2%,22%[57.1 µM],0%,-31%,-14%,-7%,-2%,41%[activator]
Cc1ncc([N+](=O)[O-])n1CCOC(N)=O,-12%,91%[activator],6%[2.29 µM],-2%,15%,-4%,-3%,14%,26%
COc1ccc(C=O)cc1,3%,/,22%,-6%,13%,-3%,8%,-4%,49%[activator]

# New compounds follow:
SMILES,JMJD2A Tudor inh,ALOX12 inh,TrxR1 inh,Pin1 inhibitor,RGS4 inh,GLS inhibitor,PGK inhibitor,ERG-DNA inh,HP1b binding inh
CCC1(CCO)C(=O)NC(=S)NC1=O,-6%,-25%,12%[57.1 µM],-6%,27%,4%,-12%,-4%,11%[57 µM]
Oc1ccccc1Cl,-10%,29%,9%,-5%,-4%,24%,-5%,-4%,22%
CCOc1ccc(N2C(=O)c3ccccc3C2=O)cc1,-8%,-10%,0%,-7%,-11%,-8%,-2%,2%,38%[activator]
CCCCn1c(O)c(C(C)=NCc2ccco2)c(=O)[nH]c1=O,-23%,-16%,6%,2%,1%,2%,i,15%,26%
O=C(Nc1ccc(OC(F)(F)F)cc1)Oc1ccccc1N1CCCCC1,-1%,0%,20%,0%,6%,-25%,-1%,11%,46%[activator]
O=C(CSC1c2ccccc2-c2ccccc21)N/N=C/c1ccc(C(=O)O)cc1,-1%,-1%,8%,3%,0%,-8%,-4%,-1%,27%
Nn1c(CSc2nc3ccccc3o2)nnc1CSc1nc2ccccc2o1,-36%,-13%,30%[57.1 µM],?,?,3%,i,6%,36%
COc1cccc(NC(=O)N2CCC3(CC2)OCCO3)c1,-6%,-1%,-1%[57.1 µM],-5%,4%,4%,1%,2%,30%
C=C(COC(C)=O)CC1CC(O)[C@]2(C)OC3CC4OC5C[C@]6(C)O[C@]7(C)CCC8OC9C[C@]%10(C)OC%11C(C)=CC(=O)OC%11CC%10OC9C[C@@H](C)C8OC7CC6O[C@]5(C)C/C=C\C4OC3CC2O1 (stereo not given in full),-18%,/,-1%,0%,-12%,-2%,5%,-4%,29%
O=C(COc1ccc(Cl)cc1)N1CCN(C/C=C/c2ccccc2)CC1,-31%,-10%,8%[57.1 µM],-5%,-20%,0%,-7%,-11%,-5%
Cc1cc(N2CCCCC2)ccc1C=C1C(=O)N(C)C(=S)N(C)C1=O,?,?,11µM*,19%,?,-13%,-1%,13%,?
COC(=O)C1=C(c2ccc(Cl)c(C(F)(F)F)c2)C[C@@H]2CC[C@H]1N2C(=O)N1CCC(C)CC1,-13%,/,18%[57.1 µM],?,15%,5%,6%,-4%,55%[activator]
O=c1cccc2n1CC1CC2CN(Cc2ccc3c(c2)OCO3)C1 (stereo not given),-13%,?,15%,7%,-1%,1%,/,/,51%[activator]
Cc1ccc(NC(=O)COC(=O)/C=C/c2ccco2)cc1S(=O)(=O)N(C)C,?,-9%,40µM*,-2%,-19%,-3%,-18%,1%,-32%
CC(=O)N1CCC2(CC1)CC(=O)c1cc(OCC(=O)N3CCN(C)CC3)ccc1O2,-4%,-13%,26%,-1%,17%,1%,-8%,-4%,8%

# Bioassay records: PubChem BioAssay, National Center for Advancing Translational Sciences (NCATS)
